ssDAF-12 act: activators of S. stercoralis DAF-12 nuclear receptor. HEK293 ssDAF-12/GRIP1 lit1-tk-luc reporter, luminescence; % of 3 µM dafachronic acid response. activation, % at 6.8 µM. 370,000 compounds, 1% hits. AID 652126;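 active = activation above the mean over all tested compounds plus 3 SD, cut at about 0.9% in these data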;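 note: 0% = DMSO-only wells and 100% = 3 µM delta7-dafachronic acid wells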
ADAM10 inh: inhibits human ADAM10; inhibition, % at 7 µM; recombinant ADAM10, EDANS/DABCYL FRET peptide cleavage, 3 h; AID 720582; O14672; 370,000 compounds, 0.62% hits;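 active = inhibition above a per-campaign cutoff equal to the mean of compounds falling between control-based bounds plus 3 SD, cut at about 20% in these data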;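 note: 0% = DMSO wells while the 100% control is not disclosed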
DAX1 inh-1: inhibits human nuclear receptor DAX1; inhibition, % at 6.75 µM; HEK293 Gal4-DAX1 luciferase reporter, luminescence; AID 504766; 340,000 compounds, 0.99% hits; P51843;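 active = inhibition above the mean over all tested compounds plus 3 SD, cut at about 4.2% in these data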;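 note: 0% = DAX1-transfected cells with DMSO and 100% = empty-vector control cells with DMSO; inhibition shows as a rise in luminescence from relieved DAX1 repression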
hgDAF-12 ag: hgDAF-12 agonism, primary luciferase screen | HEK293 GAL4-hgDAF12 UAS-luciferase reporter, agonist luminescence; normalized to butyrate control | activation, % at 6.8 µM | 370,000 compounds, 1.8% hits | AID 687014;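 active = activation above a cutoff set at the mean of all screened compounds plus 3 SD, cut at about 10% in these data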;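 note: 0% = DMSO wells and 100% = sodium butyrate wells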
DAX1 inh-2: inhibitors of DAX1 repression of SF-1 activated StAR promoter | HEK293T StAR-luciferase reporter, SF-1/DAX-1 repression relief | inhibition, % at 6.8 µM | 370,000 compounds, 1.1% hits | AID 652010;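 active = inhibition above the mean over all tested compounds plus 3 SD, cut at about 3.6% in these data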;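 note: 0% = DAX-1 cells with DMSO and 100% = cells lacking DAX-1 with DMSO; higher inhibition means more luminescence from relief of DAX-1 repression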
FXN GAA850 act: increases GAA850 frataxin promoter reporter activity; HEK293 lucGAA850 FXN promoter luciferase reporter, 24 h; percent of 10 µM SAHA response; activation, % at 6 µM; 360,000 compounds, 0.56% hits; AID 540364;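 active = activation above the average of all compounds screened plus 3 SD, cutoff fixed separately per campaign, cut at about 7.5% in these data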;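 note: 0% = DMSO wells and 100% = 10 µM SAHA wells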
GC-A act: GC-A (human) enzyme activation | P16066 | HEK293 GC-A cells, cGMP TR-FRET, EC30 ANP; 0% at EC30 ANP, 100% saturating ANP | activation, % at 10 µM | 370,000 compounds, 0.14% hits | AID 1671463; in the data active = activation above about 40%
Target sequence (P16066 whole entry, looked up): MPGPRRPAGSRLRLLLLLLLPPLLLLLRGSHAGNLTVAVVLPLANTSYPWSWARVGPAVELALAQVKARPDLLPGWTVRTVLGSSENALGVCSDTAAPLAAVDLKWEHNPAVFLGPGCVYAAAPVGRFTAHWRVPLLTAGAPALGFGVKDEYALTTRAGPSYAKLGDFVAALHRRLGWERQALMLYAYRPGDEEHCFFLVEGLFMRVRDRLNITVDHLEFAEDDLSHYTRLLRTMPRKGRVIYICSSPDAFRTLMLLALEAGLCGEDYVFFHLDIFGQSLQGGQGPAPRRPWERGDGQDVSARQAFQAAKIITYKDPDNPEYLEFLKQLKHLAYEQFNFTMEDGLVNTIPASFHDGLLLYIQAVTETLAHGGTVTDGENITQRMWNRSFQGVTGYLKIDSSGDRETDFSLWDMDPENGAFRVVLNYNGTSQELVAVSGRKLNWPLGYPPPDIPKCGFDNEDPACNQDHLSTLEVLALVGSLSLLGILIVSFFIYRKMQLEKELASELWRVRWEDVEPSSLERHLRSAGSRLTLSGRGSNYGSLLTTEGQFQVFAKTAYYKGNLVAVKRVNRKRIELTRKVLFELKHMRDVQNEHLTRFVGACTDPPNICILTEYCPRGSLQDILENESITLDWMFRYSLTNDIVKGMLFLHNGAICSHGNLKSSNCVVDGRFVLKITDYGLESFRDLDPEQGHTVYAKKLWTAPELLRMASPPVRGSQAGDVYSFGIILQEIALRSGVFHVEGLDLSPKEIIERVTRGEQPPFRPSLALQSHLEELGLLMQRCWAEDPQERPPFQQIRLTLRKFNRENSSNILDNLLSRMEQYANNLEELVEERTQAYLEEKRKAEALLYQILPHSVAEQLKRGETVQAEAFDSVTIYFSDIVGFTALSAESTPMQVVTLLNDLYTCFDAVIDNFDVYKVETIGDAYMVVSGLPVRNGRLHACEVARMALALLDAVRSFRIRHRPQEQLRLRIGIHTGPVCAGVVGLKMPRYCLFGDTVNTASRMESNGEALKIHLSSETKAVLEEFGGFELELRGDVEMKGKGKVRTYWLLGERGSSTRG
ADAM17 inh: inhibitors of human ADAM17; P78536; recombinant ADAM17, EDANS/DABCYL FRET peptide cleavage; inhibition, % at 6.95 µM; 370,000 compounds, 0.83% hits; AID 720648;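 active = inhibition above the mean of compounds lying between control limits plus 3 SD, set per campaign, cut at about 8.5% in these data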;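 note: 0% = DMSO-only wells as the low control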
SMARCA2 activ: increases SMARCA2 function in MMTV reporter cells | MG213 cells, MMTV-luciferase reporter, dexamethasone, overnight | 370,000 compounds, 1% hits | AID 652017 | activation, % at 9.1 µM; in the data active = activation above about 7.8%;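 note: 0% = vehicle wells and 100% = reference activator wells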
hcDAF12 agonist: activators of H. contortus DAF-12 nuclear receptor | 370,000 compounds, 1.4% hits | HEK293 hcDAF-12 lit1-tk-luc reporter, luminescence; 0% DMSO, 100% Δ7-dafachronic acid | activation, % at 6.8 µM | AID 652067;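 active = activation above the mean of all tested compounds plus 3 SD, cut at about 5.5% in these data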;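 note: 100% = response to 3 µM Δ7-dafachronic acid high control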
PG9 binder: PG9 antibody binding by small molecule. TR-FRET gp120-PG9 antibody binding. inhibition, % at 6.7 µM. 360,000 compounds, 0.43% hits. AID 624416; in the data active = inhibition above about 8.5%
The depositor's hits bear a star; i = inactive; nt = no result given.

SMILES	ssDAF-12 act	ADAM10 inh	DAX1 inh-1	hgDAF-12 ag	DAX1 inh-2	FXN GAA850 act	GC-A act	ADAM17 inh	SMARCA2 activ	hcDAF12 agonist	PG9 binder
COC(=O)c1sccc1NC(=O)Nc1ccc(OC)c(OC)c1	-0.1	1	0.7	-0.3	-0.1	-1.9	3	-2	-2	-1.1	-2.3
Cc1ccc(NC(=O)c2ccc(Br)o2)cc1S(=O)(=O)N(C)C	-0.8	-1	0.6	4.6	-0.1	3.2	-1	1	3	1.8	-0.2
COC(=O)C1(C)Nc2ccccc2C(=O)N1c1ccccc1C (stereo not given)	-1.2	i	2.5	3.0	-1.8	-2.1	2	-203	1	-0.7	0.7
CCN1CCCC1CNc1ncnc2c1[nH]c1ccc(F)cc12 (stereo not given)	-0.7	-152	0.8	3.0	0.8	2.9	0	-46	1	3.6	0.1
Cc1ccc(S(=O)(=O)Nc2cccc(-n3cnnn3)c2)cc1C	-1.5	-5	-0.8	0.4	-1.5	-0.7	1	2	0	-0.5	0.6
CCOc1ccc(NC(=O)CN(C)c2ccc(S(=O)(=O)N3CCOCC3)cn2)cc1OCC	-1.2	-5	-0.4	1.4	-0.4	-0.9	-3	-1	-2	1.2	0.2
Cc1ccccc1OCc1nnc(SCC(=O)Nc2ccc3nc(SCC(=O)NC(C)(C)C)sc3c2)n1C	-1.1	2	-1.4	0.5	-1.1	-4.5	-6	2	0	-0.2	1.1
CCCC[C@@H]1CNC(=O)C(=O)N1CCCc1cc(OC)c(OC)c(OC)c1	-1.3	-4	2.6	-0.8	0.2	-2.1	2	-1	1	-1.5	-0.2
CCNc1c(NS(=O)(=O)c2ccc(Br)s2)c(=O)oc2ccccc12	-0.7	5	-0.3	0.9	-0.1	0.0	-5	-4	1	-2.2	-4.1
Cc1cc(=S)cc(C)n1CCO	-1.1	0	0.0	-0.8	0.5	2.0	0	1	5	0.0	-1.2
COc1cc(CNc2ccc3[nH]c(=O)[nH]c3c2)cc(Br)c1OCc1ccc(F)cc1	-2.1	-41	-1.1	-6.1	-1.0	5.3	-13	-20	-4	-3.0	-0.9
CC(C)CNC(=O)COc1ccc2c3c(c(=O)oc2c1)CCC3	-0.7	-66	-0.5	-0.9	-0.6	5.9	-5	-28	-1	-0.1	0.0
Cc1ccc(S(=O)(=O)N2CCCC2CNC(=O)C(=O)NCCN2CCOCC2)cc1 (stereo not given)	-1.4	-11	0.9	-1.5	1.7	0.0	2	-4	3	-0.1	-1.2
O=C(COC(=O)Cn1cnc2ccccc21)NCCC1=CCCCC1	-1.2	15	-0.1	-0.4	0.0	-0.7	3	6	-2	-0.2	-0.1
O=C(O)c1ccc(/C=N/N2CCN(Cc3cccc4ccccc34)CC2)cc1	-1.3	13	3.3	-0.2	0.0	1.0	-5	0	-1	-1.0	-1.5
COc1ccc(CNC(=O)CSc2nc3c([nH]2)c(=O)n(C)c(=O)n3C)cc1	-1.9	-7	nt	-1.6	-0.3	nt	1	-5	-6	-1.7	nt
COc1ccc(-c2cc(CS(=O)(=O)c3ccccc3)on2)cc1	-0.5	1	4.5*	13*	3.4	2.5	-2	-1	3	1.4	-0.6
CC(=O)c1ccc(-n2cc(-c3ccc(C(C)(C)C)cc3)[n+]3c2SCCC3)cc1	-2.0	1	-1.0	-5.8	-1.3	0.5	1	2	-4	-1.4	1.0
CN(C)C(CNC(=O)c1ccc(-c2ccccc2)cc1)c1ccccc1 (stereo not given)	-1.0	0	0.6	0.6	0.1	0.8	6	1	1	0.8	-1.0
Cc1ccc(N(CC(O)COCc2ccco2)S(=O)(=O)c2ccc(C)cc2)cc1 (stereo not given)	-1.4	5	-0.4	0.8	0.5	-1.2	0	1	-3	-1.1	1.1
CCCn1c(N)c(C(=O)COC(=O)COc2ccc(Cl)c(C)c2)c(=O)n(C)c1=O	-0.7	6	1.0	1.6	-0.6	0.8	5	2	0	-0.2	-2.6
COc1ccccc1N1C(=O)c2ccccc2NC1c1cc(OC)c(OC)c(OC)c1 (stereo not given)	-1.7	i	2.7	-1.5	0.0	-1.2	-5	-393	0	-0.8	-0.1
O=C(CCS(=O)(=O)c1ccc(Cl)cc1)Nc1nnc(-c2cccs2)o1	-1.0	-4	1.1	3.3	-0.9	3.2	3	-1	-1	0.9	-1.6
COc1ccc(Cn2c(CO)cnc2SCC(=O)Nc2cc(C)on2)cc1	-0.6	5	0.1	-2.5	-0.3	-0.2	5	-2	-1	-0.2	-0.6
O=[N+]([O-])c1ccc2c(c1)C(O)n1nc(-c3ccc(Cl)cc3Cl)nc1S2 (stereo not given)	-0.6	-30	0.8	1.7	-0.2	-2.8	0	-15	4	1.1	1.4
CCCn1nc([N+](=O)[O-])c(C(C#N)c2nc3ccccc3o2)c(Cl)c1=O (stereo not given)	-1.7	21*	-1.5	-1.0	-0.8	-1.2	-3	7	-1	-1.5	-0.6
C[C@@H]1CN([C@@H](C)CO)C(=O)c2cccc(NC(=O)C3CCOCC3)c2O[C@H]1CN(C)S(=O)(=O)c1ccc(Cl)cc1	-1.0	6	0.7	-1.3	-0.1	-1.3	1	1	0	-0.2	-1.7
CC(=O)NC(NC(=S)N1CCCCCC1)C(Cl)(Cl)Cl (stereo not given)	-1.5	-7	1.8	-1.7	-0.3	0.6	2	1	-3	1.9	-0.5
C[C@H](NC(=O)c1ccccc1Cl)C(=O)Nc1ccccc1F	-0.3	7	0.2	-1.1	-0.2	-0.7	-12	-4	2	0.8	1.7
CN1/C(=C\C(=O)c2cccnc2)Sc2ccccc21	-0.7	-1	1.4	18*	3.3	4.7	-5	0	13*	2.0	-2.8
CCN=C1NC(c2cccc(Cl)c2)C(C(=O)OC)=C(C)N1Cc1ccccc1C(F)(F)F (stereo not given)	-0.6	-15	nt	0.8	-1.1	nt	-14	-1	-4	-0.6	0.1
COCCCNC(=O)CSC1=Nc2ccccc2C2=NC(Cc3c[nH]c4ccccc34)C(=O)N12 (stereo not given)	0.6	3	0.7	0.7	0.3	3.4	0	-1	0	3.0	-0.3
CCOc1cc(-c2nnn(CC(=O)N3CCCCC3)n2)ccc1OC	-1.3	-1	-1.1	-0.6	-0.8	1.1	-2	0	6	-3.2	0.8
O=C(COc1ccc(Cl)cc1)NCCCNC(=O)c1cnccn1	-0.2	2	-1.2	0.4	-0.2	2.6	2	0	-1	0.1	-2.7
Cc1ccc(N=Cc2ccc(O)cc2O)cc1F	-0.1	9	0.5	2.9	-1.1	-2.5	1	6	-4	0.8	17*
CCCCOc1ccc(/C=C/C(=O)NCCc2nc3ccccc3[nH]2)cc1	-2.0	1	-1.4	-0.6	-1.2	-3.1	4	-4	-2	-3.2	-0.2
CN(CC(=O)Nc1ccc(Cl)cc1)C(=O)Cc1c(F)cccc1Cl	-0.9	-9	0.0	3.3	-1.2	1.9	-1	-3	-1	0.1	1.1
CN(CCC(=O)Nc1ccc2c(c1)OCO2)Cc1ccccc1	-0.8	8	1.4	-1.6	0.1	0.2	3	-4	0	1.2	1.9
CCCCCCOc1ccc(N2C(=O)CC(N3CCN(CCN=CC4C(=O)CC(C)(C)CC4=O)CC3)C2=O)cc1 (stereo not given)	-0.8	1	1.3	-1.8	0.4	2.4	6	-2	-3	-0.8	-0.2
Cc1cc(F)ccc1NS(=O)(=O)c1cccc2nsnc12	-1.1	4	-1.3	-1.8	-0.3	-0.8	-1	2	0	-1.6	0.4
CCOc1ccccc1NC(=O)NC1CCN(CC(=O)Nc2ccc3c(c2)OCCO3)CC1	-1.7	0	-1.1	-1.2	-0.6	-0.6	-3	1	0	0.0	-0.1
Cc1nnc(SCCN2CCOCC2)c2nn(-c3ccccc3F)c(C)c12	-0.8	-2	-0.2	-1.6	0.1	-1.0	6	-5	-4	1.8	0.8
CC(c1nccs1)N(C)C(=O)CCc1nnc(CCc2ccccc2)o1 (stereo not given)	-1.4	2	-0.1	0.5	0.4	-0.4	1	6	-4	0.2	0.7
NC(=O)C1CC(=O)N(c2ccc(OCC(=O)NCc3ccccc3)cc2)C1 (stereo not given)	-1.4	-10	1.3	-2.2	-0.6	-0.6	7	-1	-2	0.2	-1.0
C[C@]1(CO)CCC[C@@]2(C)C1CC[C@@H](CO)[C@@H]2CCc1ccoc1 (stereo not given in full)	-1.6	0	0.0	-1.7	0.3	0.2	1	-3	-2	-1.7	-1.6

The last 2 compounds of the section before are carried over, then new ones follow.
SMILES	ssDAF-12 act	ADAM10 inh	DAX1 inh-1	hgDAF-12 ag	DAX1 inh-2	FXN GAA850 act	GC-A act	ADAM17 inh	SMARCA2 activ	hcDAF12 agonist	PG9 binder
NC(=O)C1CC(=O)N(c2ccc(OCC(=O)NCc3ccccc3)cc2)C1 (stereo not given)	-1.4	-10	1.3	-2.2	-0.6	-0.6	7	-1	-2	0.2	-1.0
C[C@]1(CO)CCC[C@@]2(C)C1CC[C@@H](CO)[C@@H]2CCc1ccoc1 (stereo not given in full)	-1.6	0	0.0	-1.7	0.3	0.2	1	-3	-2	-1.7	-1.6
Cc1ccc(S(=O)(=O)N(CC(=O)N/N=C/c2ccco2)Cc2ccccc2)cc1	-1.3	7	1.0	0.7	-0.1	0.8	4	5	-3	-0.5	-1.0
O=C(NCCC1CCCCN1S(=O)(=O)c1ccc(F)cc1)C(=O)NCCN1CCOCC1 (stereo not given)	-1.0	6	0.5	2.8	-0.8	0.1	6	-2	1	-1.5	1.4
Cc1nc(SCc2nc3ccc([N+](=O)[O-])cc3[nH]2)c2oc3ccccc3c2n1	-1.3	6	-1.2	-3.0	-0.3	2.6	18	0	0	-2.2	-1.6
CCOC(=O)NC(=O)CSc1ccc(C)cc1C	-1.8	2	1.4	0.0	-0.1	-0.1	3	-3	0	1.7	-2.0
CC(NC(=O)C1CC(=O)N(c2ccc3c(c2)OCCO3)C1)c1ccccc1 (stereo not given)	-1.1	-7	0.1	0.0	-0.2	-0.1	3	0	-3	0.5	0.6
O=C(c1cccnc1)N1CCC(Oc2ccc(C(=O)N3CCCCO3)cc2)CC1	-1.8	0	1.1	-0.1	-0.5	0.4	2	-2	0	-0.7	-3.1
CC(=O)N1C[C@@H](CO)[C@@H](N(C)C(=O)C2CCCCC2)C[C@H]1c1ccccc1	-1.2	-7	nt	-1.1	0.0	nt	-1	0	-6	-0.3	-0.3
c1ccc2[nH]c(NC3=NCCC3)nc2c1	-0.9	5	-1.8	-1.6	-0.6	-1.2	0	3	-4	-1.4	0.6

High-throughput results: PubChem, several laboratories
